ER stress death: ER stress cell death inhibition. CSM14.1 thapsigargin ER stress survival, ATP luminescence. relative survival (cellular ATP), % at 15 µg/mL (by protocol). 0.33% of 48,000 active;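 active = survival measured by cellular ATP above 50% at 15 µg/ml in the first screen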;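 also: cell death triggered by about 15 µM thapsigargin; ATP read 24 h after thapsigargin was added; plate controls were thapsigargin with DMSO for no effect and DMSO without thapsigargin for full effect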
Active calls of the source: *; & = joins results of further samples.

compound	ER stress death
COc1ccc(Cl)cc1C(=O)Nc1cc(C(F)(F)F)cc(C(F)(F)F)c1	0.6
CC(C)=CCCC(C)N(C=O)C(C)CCC=C(C)C (stereo not drawn)	2.1
NC(=O)c1c(NC(=O)/C=C/c2ccccc2Cl)sc2c1CCCC2	10.2
CC(=O)Oc1ccc2c(C(F)(F)F)cc(=O)oc2c1	1.8
Cc1[nH]nc(N2CCCCC2)c1[N+](=O)[O-]	3.4
CC(=O)Nc1ccc(-c2cn3ccccc3n2)cc1	-27.7
CC(C)CC(=O)N1CCN(Cc2cccnc2)CC1	-1.9
O=C(CN1C(=O)/C(=C/c2ccccc2Cl)SC1=S)Nc1ccccc1C(=O)O	-0.6
COc1cc(/C=N/N2C(=O)C3C4C=CC(CC4)C3C2=O)cc(I)c1OC (stereo not drawn)	-0.9
COc1ccc(OC(C)C(=O)Nc2ccccc2C(N)=O)cc1 (stereo not drawn)	-3.0
Cc1ccc(C2Nc3ccccc3NC3=C2C(=O)CC(c2ccc(Cl)cc2)C3)cc1[N+](=O)[O-] (stereo not drawn)	6.7
C=CCN1C(=O)/C(=C\c2cccc(OCc3ccccc3)c2)SC1=S	17.3
COc1ccccc1OCC(=O)Nc1sc2c(c1C(N)=O)CCC(C)C2 (stereo not drawn)	-0.6
O=C(Nc1ccc(I)cc1)C1CCCN1C(=O)Oc1ccccc1 (stereo not drawn)	15.0
COc1ccc(-c2n[nH]c(=S)o2)cc1	1.0&-0.9

Overlap with the part before: 7 entries, followed by the next part.
compound	ER stress death
COc1cc(/C=N/N2C(=O)C3C4C=CC(CC4)C3C2=O)cc(I)c1OC (stereo not drawn)	-0.9
COc1ccc(OC(C)C(=O)Nc2ccccc2C(N)=O)cc1 (stereo not drawn)	-3.0
Cc1ccc(C2Nc3ccccc3NC3=C2C(=O)CC(c2ccc(Cl)cc2)C3)cc1[N+](=O)[O-] (stereo not drawn)	6.7
C=CCN1C(=O)/C(=C\c2cccc(OCc3ccccc3)c2)SC1=S	17.3
COc1ccccc1OCC(=O)Nc1sc2c(c1C(N)=O)CCC(C)C2 (stereo not drawn)	-0.6
O=C(Nc1ccc(I)cc1)C1CCCN1C(=O)Oc1ccccc1 (stereo not drawn)	15.0
COc1ccc(-c2n[nH]c(=S)o2)cc1	1.0&-0.9
Cc1cccn2c(=O)c(C=O)c(N3CCOCC3)nc12	14.5
Cc1cc(NC(=O)c2ccccc2Br)no1	-1.0
O=C(Nc1ccc(Cl)c([N+](=O)[O-])c1)c1ccc(-c2ccccc2)cc1	-1.9
O=C(Nc1nnc(-c2ccc(Cl)cc2Cl)s1)c1ccccc1Br	10.7
O=c1c(F)cn(Cc2ccccc2)c(=O)n1Cc1ccccc1	8.4
COC(=O)C1=CNC=C(C(=O)OC)C1c1ccc(F)c(F)c1	-10.4
O=C1/C(=C\c2c(Cl)cccc2Cl)SC(=S)N1c1ccc(F)cc1	-1.9
O=C(O)c1ccc(NC(=O)c2ccc3ccccc3n2)cc1	-2.9
COc1ccccc1/C=C1/C(=O)NC(=O)N(c2ccccc2OC)C1=O	0.7
Cc1ccc(/C=N/NC(=O)C(=O)NC(C)(C)C)cc1	9.1
COc1ccc(N(CC(=O)Nc2cccc(C(F)(F)F)c2)S(C)(=O)=O)c(OC)c1	8.1
O=c1c2c(nc3cc(-c4ccccc4Cl)[nH]n13)CCC2	0.4
COc1ccc(OC)c(/C=C/c2[nH]c(=O)[nH]c(=O)c2[N+](=O)[O-])c1	7.8
COC(=O)c1cccc(NC(=O)COc2c(C)cccc2C)c1	5.7
O=C(c1cccs1)N1CCN(c2ccc([N+](=O)[O-])cc2F)CC1	-6.9
O=C(Nc1cc(C(F)(F)F)ccc1Cl)C(O)(c1ccccc1)c1ccccc1	11.4
COc1ccc(NC(=O)CN(c2ccc(C(C)C)cc2)S(=O)(=O)c2ccccc2)cc1	6.2
O=C(Nc1ccccc1-c1nc2ccccc2s1)c1cccc([N+](=O)[O-])c1	-1.0
O=C(Nc1cc(Cl)ccc1O)c1ccc([N+](=O)[O-])cc1	-0.6
C(=N\N1CCN(c2ccccc2)CC1)/c1ccc(OCc2ccccc2)cc1	14.2
O=C1NC(=S)NC(=O)C1=Cc1ccc(OCCOc2ccccc2)cc1	-4.2
CCCCOc1ccc(C(=O)Nc2sc(C)c(CC)c2C(N)=O)cc1	4.5
CC(=O)c1ccc(-c2ccc(C(C)=O)cc2)cc1	1.1
Cc1cc(=O)n2[nH]c(C)c(-c3ccccc3)c2n1	1.6
COc1cc(N/N=C/c2ccccc2O)ncn1	-13.3
COc1ccc(C2/C(=C(\O)c3ccccc3)C(=O)C(=O)N2CCN(C)C)cc1OC (stereo not drawn)	-1.9
Oc1c(Cl)cc(Cl)cc1/C=N/N=C/c1cc(Cl)cc(Cl)c1O	-1.2
Cc1cccc(C)c1OCC(=O)N/N=C/c1ccccc1[N+](=O)[O-]	-0.2
CCC(=O)c1ccc(N2CCN(C(=O)c3ccccc3Br)CC2)c(F)c1	4.4
COc1cc(C(=O)O/N=C2\CCCc3c2ccc(OC)c3[N+](=O)[O-])cc(OC)c1OC	6.2
Cc1ccc(C2C3C(=O)N(c4cccc(C)c4)C(=O)C3N3CCCN23)cc1 (stereo not drawn)	1.4
CC(C)c1ccc(/C=N\NC(=O)c2cc(C(C)(C)C)[nH]n2)cc1	6.3
Cc1cc2oc(=O)cc(C)c2cc1NC(=O)CCC(=O)O	4.0
O=C(N/N=C/c1ccc(Br)cc1)C1CC(=O)N(c2ccc(Cl)cc2)C1 (stereo not drawn)	-4.0
CCC(=O)Nc1ccc(-c2nc3ncccc3o2)cc1	5.5
O=C1C/C(=C/NCc2ccccc2)C(=O)N1	3.0
COC(=O)c1cccc(N2C(=O)c3ccc(Oc4ccc([N+](=O)[O-])cc4)cc3C2=O)c1	-1.2
COc1ccc(C(=O)/C=C/c2ccco2)cc1OC	0.0
CC1(C)Cc2ccccc2/C(=C/C(=O)N2CCCCCC2)N1	-12.9
O=C1C2C3C=CC(C4CC34)C2C(=O)N1c1cccnc1 (stereo not drawn)	1.4
CCOC(=O)C1CCN(C(=O)/C=C/c2cccc([N+](=O)[O-])c2)CC1	6.6
N#C/C(=C\c1c[nH]c2ccccc12)C(=O)Nc1ccc(F)cc1	-0.8
Cc1ccc(N=Cc2c(C)[nH]c3ccccc23)cc1I	8.5
COc1ccc(C(=O)O/N=C(\N)c2ccc(OC)c(OC)c2)cc1	-3.4
O=C1NC(=O)N(c2ccccc2)C(=O)/C1=C\c1cccc(OCc2ccccc2F)c1	8.8

Further entries
Structure	ER stress death
COCCNC(=O)C(=O)NCCc1ccc(OC)cc1	9.4
Clc1ccccc1C=Nc1ccc(-c2nnc(-c3ccccc3)o2)cc1	-7.9
CC12CC3CC(C)(C1)CC(C(=O)CCC(=O)O)(C3)C2	9.1
CCOc1ccc2c(c1)nc(C)n2CC	3.4
COc1ccc(CN2CCN(Cc3ccco3)CC2)c(OC)c1	-7.1
Cc1ccc(-n2nc3cc(C)c(NC(=O)COc4ccc(C)c(C)c4)cc3n2)cc1	-1.9
C=C(C)COc1cc2oc(=O)cc(C)c2cc1Cl	12.3
CN1C(=O)/C(=C/c2ccc(-c3ccc(F)cc3)o2)SC1=S	2.8
C1=C(c2ccc3c(c2)c2c4n3CCN(Cc3ccccc3)C4CCC2)C2CCN1CC2 (stereo not drawn)	-25.4
COc1ccc2c(c1)-c1c(ssc1=Nc1ccc(S(N)(=O)=O)cc1)C(C)(C)N2	-2.4
O=C(O)C1CCCCC1C(=O)Nc1ccccc1Nc1ccccc1 (stereo not drawn)	6.6
Cc1c(Cl)cccc1NC(=O)C(=O)NCCO	6.6
CCOc1cc(/C=C2\SC(=S)NC2=O)ccc1OCc1ccccc1	20.1
CN(C)c1ccc(/C=N/NC(=O)c2cc(Br)ccc2O)cc1	11.5
CCCc1c(C)c2c(OCC(=O)O)cc(OCC(=O)O)cc2oc1=O	9.1
Cc1ccc(-c2cc3nc(C)cc(C)n3n2)cc1	4.9
COC(=O)c1ccccc1NC(=O)c1cnccn1	3.5
O=C(O)CC12CC3CC(CC(S)(C3)C1)C2	2.4
Cc1ccc2c(c1)c(N=Nc1nnc3c(n1)[nH]c1ccccc13)c(O)n2C	10.9
COc1ccc(C(=O)CC(c2cccs2)S(=O)(=O)c2ccccc2)cc1 (stereo not drawn)	-4.8
COC(=O)c1cc(NC(=O)COc2cc(C)c(Cl)c(C)c2)cc(C(=O)OC)c1	-0.4
CN(C)c1ccc(/C=C/C(=O)c2ccc(Cl)cc2)cc1	4.0
COc1ccc(N(CC(=O)Nc2ccc(Cc3ccncc3)cc2)S(=O)(=O)c2ccccc2)cc1	2.9
CC1(C)CC(=O)C2=C(C1)c1c(ccc3ccccc13)NC2c1cn[nH]c1-c1ccccc1 (stereo not drawn)	1.6
CSc1nc(C)c(CC(=O)c2ccc(Br)cc2)c(C)c1C#N	1.8
CN1CCN(C(=O)c2cc3nc(-c4ccccc4)cc(C(F)(F)F)n3n2)CC1	0.0
O=C(NC(Cc1ccc(OC(=O)OCc2ccccc2)cc1)C(=O)O)OCc1ccccc1 (stereo not drawn)	2.4
O=C1CC(c2ccccc2)CC(O)=C1C=NC1CCCCC1 (stereo not drawn)	3.9
COc1ccc(NC(=O)CN(c2ccc(C)c(Cl)c2)S(C)(=O)=O)cc1	8.2
CC(C)Oc1ccccc1/C=C/c1nc(O)c([N+](=O)[O-])c(=O)[nH]1	11.7
COc1ccc(OC)c(-c2nc(-c3ccccc3)c(-c3cccs3)[nH]2)c1	7.0
Cc1nc(Nc2nc(O)cc(=O)[nH]2)nc2c(C)cccc12	2.8
Cc1nc2c(CN3CCCCC3)c(O)ccc2[nH]1	6.5
CCOc1ccc(C(NC(C)=O)c2ccc(OC)cc2)cc1 (stereo not drawn)	1.3
O=C(O)c1ccc(-n2c(O)c(/C=C3\C=Nc4ccccc43)sc2=S)cc1	-0.9
CN1C(=O)/C(=C2\SC(=S)N(CC(=O)O)C2=O)c2ccccc21	-3.4
CCSc1nnc(NC(=O)c2ccccc2)s1	-2.2
COc1cc(SC)ccc1C(=O)N1CCc2ccccc21	12.3
CCOc1ccc(C(=O)Nc2ccc3oc(-c4ccccc4C)nc3c2)cc1	3.7
O=C(Nc1ccccc1-c1ccccc1)c1ccc(Br)cc1	5.6

Part of the list above, reformatted.
Cc1[nH]nc(N2CCCCC2)c1[N+](=O)[O-]
  ER stress death: 3.4

COc1ccc(NC(=O)CN(c2ccc(C)c(Cl)c2)S(C)(=O)=O)cc1
  ER stress death: 8.2

(list continues)
Structure	ER stress death
COc1cc(Cl)ccc1NC(=O)c1c(O)c2ccccc2n(CC(C)C)c1=O	6.4
CC1=C(C(=O)Nc2ccccc2)C(c2cccs2)NC(=O)N1 (stereo not drawn)	3.2
C=CCN1C(=O)/C(=C\C(Br)=C\c2ccccc2)SC1=S	12.3
Cc1cc(C)n(S(=O)(=O)c2ccc(F)cc2)n1	3.5
O=C(CSC1=NCCS1)n1c2c(c3ccccc31)CCCC2	7.9
O=C(Nc1ccc(F)c(Cl)c1)c1cnccn1	6.5
CCOC(=O)c1cc2c(n(-c3ccccc3)c1=O)CCCC2=O	23.7
Cc1cccc(OCC(=O)O/N=C(\N)Cc2ccc(Cl)cc2)c1	3.9
CCCC(=O)Nc1cccc(-c2nc3ccccc3s2)c1C	4.6
CC1=C(C(=O)OC(C)C)C(c2ccc(Br)cc2)C2=C(CC(c3ccc(Cl)cc3)CC2=O)N1 (stereo not drawn)	14.9
CC(=O)C12c3ccccc3C(c3ccccc31)C1C(=O)N(c3ccc(F)cc3)C(=O)C12 (stereo not drawn)	2.7
O=C1NC(=S)S/C1=C/c1cccc(OCc2ccccc2)c1	23.7
COc1cc(C2NC(=S)NC(C)=C2C(=O)Nc2ccccc2)cc(OC)c1OC (stereo not drawn)	9.8
NS(=O)(=O)c1ccc(-c2ccc(/C=C3/SC(=S)N(C4CCCCC4)C3=O)o2)cc1	7.2
O=C1c2ccccc2C(=O)N1c1ccc2nc(SCc3ccc(F)cc3)sc2c1	8.3
COC(=O)CNC(=O)CN(c1ccc(C)cc1C)S(=O)(=O)c1ccccc1	4.5
C=CCn1c(-c2ccccc2)c(NC(=O)c2ccccc2)sc1=Nc1cccc(Cl)c1	7.2
O=C(Nc1ccccc1)Nc1nnc(Cc2ccc(Cl)c(Cl)c2)s1	10.9
CC(C)c1ccc(CNc2cc(N3CCN(C(=O)c4ccccc4F)CC3)ccc2[N+](=O)[O-])cc1	0.4
CCOC(=O)N1CCN(c2cc(N3CCCCC3)c(F)cc2[N+](=O)[O-])CC1	7.8
O=c1[nH]c(=O)n(-c2ccccc2Cl)c(O)c1C=NCc1ccccc1F	-0.7
Cc1cccc(NC(=O)c2cc(-c3ccc(Br)cc3)nc3ccccc23)n1	6.3
CC(Oc1ccccc1)C(=O)Nc1cc([N+](=O)[O-])ccc1Cl (stereo not drawn)	7.7
Cc1cccc(N2C(=O)c3ccc(NC(=O)C(c4ccccc4)c4ccccc4)cc3C2=O)c1C	-0.4
CCCC1=NN2C(=N)/C(=C/c3ccc(OCc4ccccc4Cl)cc3)C(=O)N=C2S1	4.3
COc1cccc(N(CC(=O)Nc2ccc3ccccc3c2)S(=O)(=O)c2ccccc2)c1	8.9
COC(=O)c1cc(Br)cc(NC(C)=O)c1	11.5
CCCNC(=O)C1CC(=O)N(c2ccc(Br)cc2)C1 (stereo not drawn)	-12.5
COc1ccc(NC(=O)CN(c2ccc(C(C)C)cc2)S(=O)(=O)c2ccccc2)cc1OC	6.1
O=S(CC(O)COc1ccc(Cl)cc1)c1ccccn1 (stereo not drawn)	-2.8
Cc1cccnc1NC(=O)COc1ccc(Cl)cc1Cl	-5.5
Oc1oc(-c2ccccc2)nc1C=Nc1ccc(Cl)c(Cl)c1	6.4
CC(=O)Nc1ccc(S(=O)(=O)Nc2c(C)cc(C)cc2C)cc1	12.5
CC1=C(C(=O)Nc2ccccc2)C(c2ccncc2)C(C#N)=C(SCC(N)=O)N1 (stereo not drawn)	0.3
CSC(N)=NC(=NS(=O)(=O)c1ccccc1)c1ccccc1	8.1
Cc1[nH]n(-c2ccccc2)c(=O)c1C(=O)C(F)(F)F	3.2
COc1ccc(OC(=O)c2ccc(OC)c(S(=O)(=O)N3CCOCC3)c2)cc1	12.2
Cc1cc(-c2ccccc2)n(C(N)=S)n1	11.7

Source: PubChem (Sanford-Burnham Center for Chemical Genomics)

The list is partial; count on the stated rates, not on these rows.
